Source: PubChem (several laboratories)
TRPC6 inhibitor = mouse TRPC6 channel inhibitors, primary screen, cell-based, HEK293, membrane potential dye; ACh-evoked depolarization; hits give low values; 310,000 tested, 1.1% active; AID 2553, 2010; B-score at 10 µM; Short transient receptor potential channel 6 (Mus musculus), Q61143;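 active means B-score under library mean minus 3 SD, initial fluorescence not abnormally high, positive integrated signal ratio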;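 further: B-score derived from integrated fluorescence ratio over the kinetic read; more negative B-score means stronger inhibition of depolarization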
TRPC4 inh = inhibitors of mouse TRPC4 channel, primary screen, Fluo4 calcium, HEK293 TRPC4beta/mu-opioid cells | DAMGO-evoked Fluo4 calcium flux; hits give low values | Short transient receptor potential channel 4 (Mus musculus), Q9QUQ5 | AID 2247, 2010 | B-score at 10 µM | 300,000 tested, 0.39% active;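 active means B-score over 3 SD under the library average, no early fluorescence shift, positive overall ratio signal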
Target sequence (Q9QUQ5 whole entry, looked up): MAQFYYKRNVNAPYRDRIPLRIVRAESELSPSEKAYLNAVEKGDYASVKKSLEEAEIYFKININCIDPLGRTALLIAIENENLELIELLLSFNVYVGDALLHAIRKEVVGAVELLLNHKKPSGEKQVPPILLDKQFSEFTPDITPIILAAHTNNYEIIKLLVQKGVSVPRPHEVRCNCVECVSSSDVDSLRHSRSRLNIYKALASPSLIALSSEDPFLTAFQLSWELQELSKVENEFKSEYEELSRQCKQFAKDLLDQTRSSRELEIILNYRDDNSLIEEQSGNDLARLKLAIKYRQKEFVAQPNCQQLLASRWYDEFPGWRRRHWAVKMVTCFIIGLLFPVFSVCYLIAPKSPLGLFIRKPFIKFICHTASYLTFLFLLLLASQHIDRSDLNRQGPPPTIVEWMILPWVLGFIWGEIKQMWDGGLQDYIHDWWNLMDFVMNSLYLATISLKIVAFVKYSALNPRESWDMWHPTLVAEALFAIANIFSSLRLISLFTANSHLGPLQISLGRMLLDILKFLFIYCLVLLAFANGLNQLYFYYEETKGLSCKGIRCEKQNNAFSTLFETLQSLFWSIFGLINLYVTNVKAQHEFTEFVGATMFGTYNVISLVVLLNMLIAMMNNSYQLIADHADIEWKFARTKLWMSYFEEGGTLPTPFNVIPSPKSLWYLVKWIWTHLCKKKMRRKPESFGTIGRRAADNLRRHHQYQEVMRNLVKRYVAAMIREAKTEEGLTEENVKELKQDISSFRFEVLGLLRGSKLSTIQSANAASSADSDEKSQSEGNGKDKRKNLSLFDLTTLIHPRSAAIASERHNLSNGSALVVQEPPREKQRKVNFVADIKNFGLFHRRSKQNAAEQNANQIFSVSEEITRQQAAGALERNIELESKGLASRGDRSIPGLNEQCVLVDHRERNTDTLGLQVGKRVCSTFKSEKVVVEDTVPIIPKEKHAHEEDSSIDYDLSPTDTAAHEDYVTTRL
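System: stable TRPC4beta/mu-opioid receptor HEK293 cells; Dosing: single-point compound dosing; Measured by: Fluo4 Ca2+ flux fluorescence; Read-out basis: per-well B score of integrated baseline-normalized Fluo4 ratio.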
MrgX1 agonist = agonists of human MrgX1 receptor, primary screen, HEK293 cells, Fluo-4 calcium flux. Mas-related G-protein coupled receptor member X1 (Homo sapiens), Q96LB2. Fluo-4 calcium fluorescence, agonist mode; hits give high values. B-score at 10 µM. 310,000 tested, 0.44% active. AID 588627, 2011;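 active means calcium response B-score plate-corrected fluorescence ratio at least 3 library SD, with starting fluorescence B-score inside 5 SD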
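Material: MrgX1-expressing HEK293 cells; input: 15,000 cells per well; doses: test compound given as first of three sequential additions; schedule: overnight plating before 1 h dye loading; technique: Fluo-4 NW calcium-flux fluorescence, kinetic read; evaluation: baseline-normalised fluorescence change ratio, B-scored; control set: plate-wise positive and negative controls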
MrgX1 antagonist = antagonists of human MrgX1 receptor, primary screen, HEK293 cells, Fluo-4 calcium flux | Mas-related G-protein coupled receptor member X1 (Homo sapiens), Q96LB2 | BAM8-22 antagonism; hits give low values | B-score at 10 µM | 310,000 tested, 1.3% active | AID 588676, 2011;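 active means calcium-response B-score plate-corrected more than 3 library SD below zero, starting fluorescence within 5 deviations, no agonist response on first addition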;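 further: peak minus trough fluorescence over baseline after final BAM8-22 challenge near maximal dose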
MrgX1 allo act = positive allosteric modulators of MrgX1, primary screen, HEK293 cells, Fluo-4 calcium flux | B-score at 10 µM | AID 588675, 2011 | FDSS; hits give high values | 310,000 tested, 0.63% active;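 active means plate-corrected calcium response at least 3 library SD above typical, normal starting fluorescence, not activating the receptor alone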;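 further: compound read alongside a low EC10 to EC30 dose of BAM8-22 agonist; peak minus trough fluorescence over baseline measured at the second addition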
TMEM16A inh = TMEM16A chloride channel inhibitors, primary screen, cell-based, HTS; 310,000 tested, 1.2% active; HEK293 TMEM16A/YFP iodide influx fluorescence, ionomycin; Anoctamin-1 (Mus musculus), Q8BHY3; normalized B-score (activity score, 25-100; higher = stronger inhibition) at 10 µM;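 active means ratio plate-corrected score three or more library SD toward inhibition, starting fluorescence score within five deviations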;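 further: score derived from kinetic fluorescence span divided by baseline fluorescence per well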
TRPC6 act = mouse TRPC6 channel activators, primary screen, cell-based, HEK293, membrane potential dye; B-score at 10 µM; AID 2550, 2010; HEK293-TRPC6 membrane potential dye fluorescence; hits give high values; 310,000 tested, 0.13% active; Short transient receptor potential channel 6 (Mus musculus), Q61143;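 active means B-score of the integrated fluorescence ratio above library mean plus 3 SD, and starting fluorescence ratio within library mean plus 5 SD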;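 further: higher score means more depolarization so channel activation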
ANO1 activ = TMEM16A chloride channel activators or potentiators, primary screen, cell-based, HTS; B-score at 10 µM; 340,000 tested, 0.3% active; Anoctamin-1 (Mus musculus), Q8BHY3; HEK293 TMEM16A/YFP-H148Q/I152L, iodide quench fluorescence; hits give low values;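 active means fluorescence-ratio B-score plate-corrected deviation score at least 3 library SD below zero, with starting fluorescence score within 5 deviations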;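 further: channel opened by trigger with iodide after compound preincubation; score built on the fluorescence ratio of max minus min over baseline; more negative score means more quench and so TMEM16A activation or potentiation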
TRPC4 act = activators of mouse TRPC4 channel, primary screen, Fluo4 calcium, HEK293 TRPC4beta/mu-opioid cells; Fluo4 calcium fluorescence; hits give high values; 310,000 tested, 0.49% active; B-score at 10 µM; AID 2237, 2010; Short transient receptor potential channel 4 (Mus musculus), Q9QUQ5;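 active means B-score above 5 SD of library B-scores, and initial fluorescence ratio not above library mean plus 5 SD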;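 further: positive B-score marks a calcium rise read as TRPC4 activation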
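Material: TRPC4beta and mu-opioid receptor HEK293 stable cells | Incubation: 45 min room-temperature Fluo4 loading, 110 s read | Detection: Kinetic Fluo4 calcium fluorescence | Measure: Integrated baseline-normalised fluorescence ratio, converted to per-well B score | Benchmarks: Low control buffer alone, high control maximal DAMGO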
SKKanGAS inh = S. pyogenes SKKanGAS growth inhibitors in kanamycin, primary screen, streptokinase expression inhibitor project, SKKanGAS strain, BacTiter-Glo luminescence. 6 h. inhibition, % at 7.5 µM. 300,000 tested, 1.3% active;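 active means mean replicate score, as percent of positive control median, at least 50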;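 further: strain carries kanamycin resistance gene driven by streptokinase promoter and grows in 40 µg/ml kanamycin; loss of luminescence reflects streptokinase promoter inhibition or plain growth inhibition; 0% = median of DMSO wells and 100% = positive control at its reference dose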
TRPC4 PAM = positive allosteric modulators of TRPC4, primary screen, cell-based, mouse TRPC4beta, HEK293 mu-opioid, Fluo-4 calcium; DAMGO EC20, Fluo-4 Ca2+ flux; hits give high values; B-score at 10 µM; 310,000 tested, 0.42% active; Short transient receptor potential channel 4 (Mus musculus), Q9QUQ5;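 active means B-score of calcium response area above 5 SD of library B-scores, with initial fluorescence ratio within 5 SD of library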;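 further: B-score of integrated fluorescence ratio over time as area under calcium response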
* marks the source's active call; other numbers are inactive results; i = inactive; . = no result given. Outcome played no part in choosing rows, and some 6.7% of all compounds hit somewhere here.

SMILES	TRPC6 inhibitor	TRPC4 inh	MrgX1 agonist	MrgX1 antagonist	MrgX1 allo act	TMEM16A inh	TRPC6 act	ANO1 activ	TRPC4 act	SKKanGAS inh	TRPC4 PAM
COc1cc(-c2ccc(NC(C)=O)c(OC)c2)ccc1NC(C)=O	i	i	i	i	i	i	i	i	i	-2	i
COCCn1nnnc1C(c1cc2ccc(OC)cc2[nH]c1=O)N1CCN(C2CCCCC2)CC1 (configuration not stated)	i	i	i	i	i	i	i	i	136*	-7	i
COCCOC(=O)c1nccnc1C(=O)Nc1ccc(S(=O)(=O)N2CCOCC2)cc1	-6.2*	i	i	i	i	i	i	i	i	-1	i
O=C(COc1ncnc2ccccc12)Nc1cc([N+](=O)[O-])ccc1Cl	i	i	i	i	i	i	i	i	i	-9	i
CCO[C@H]1OC(C(=O)NC2CC2)=C[C@@H](c2ccccc2)[C@@H]1CCCO	i	i	i	i	i	i	i	i	i	2	i
Cc1ccc(-n2c(=O)[nH]cc(C(=O)Nc3ccc4c(c3)OCCO4)c2=O)cc1	i	i	i	i	i	i	i	i	i	10	i
COc1cc(/C=N/NC(=O)COc2ccccc2[N+](=O)[O-])ccc1OC(=O)c1ccco1	i	i	i	i	i	i	i	i	i	-6	i
COC(=O)c1ccc(-c2nc(O)c(C)s2)cc1	i	i	i	i	i	i	i	i	i	4	i
O=C(CCCNc1ccccc1)N/N=C/c1cccs1	i	i	i	i	i	i	i	i	i	-3	i
O=C(Nc1cccc(F)c1)c1cccnc1NCCc1ccccc1	i	i	i	i	i	i	i	i	i	1	i
O=C1SC(SCc2ccccc2)=N/C1=C\c1ccc(C(=O)O)cc1	i	i	i	i	i	i	i	i	i	-18	i
COc1c(C)cccc1C(=O)Nc1ccc(OCC(=O)N2CCOCC2)cc1C	i	i	i	i	i	i	i	i	i	0	i
O=C(NC1CCOc2ccccc21)c1ccccn1 (configuration not stated)	i	i	i	i	i	i	i	i	i	4	i
COCCNC(=O)C1CCN(Cc2cccc(OCc3ccccc3)c2)CC1	i	i	i	i	i	i	i	i	i	2	i
CC(C)c1ccc(NC(=S)N2CCCC2)cc1	i	i	i	i	i	i	i	i	i	2	i
COc1ccc(C(=O)Nc2cc(C)nn2-c2ccc(C)cc2)cc1	i	i	i	i	i	i	i	i	i	0	i
Cc1ccc(CNC(=O)c2ccc([N+](=O)[O-])o2)cc1	i	i	i	i	i	i	i	i	i	56*	i
O=C(Cn1nnc2ccccc21)OCc1ccccc1	i	i	i	i	i	i	i	i	i	-12	i
COc1ccc(Cc2nc3ccc(C(=O)N(C)Cc4cc(C)[nH]n4)cc3o2)cc1OC	i	i	i	i	i	i	i	i	i	0	i
CC(C)(C)c1nc(N2CCN(C(=O)c3ccco3)CC2)c2nnn(Cc3ccccc3)c2n1	i	i	i	i	i	i	i	i	i	27	i
CC1Cc2ccccc2N1C(=O)CN1C(=O)NC(C)(c2ccc3c(c2)OCCO3)C1=O (configuration not stated)	i	i	i	i	i	i	i	i	i	-5	i
O=C(NCC(c1ccco1)N1CCc2ccccc2C1)C(=O)Nc1ccccc1F (configuration not stated)	i	i	i	i	i	i	i	i	i	4	i
OCC1(Cc2ccccc2)CCN(Cc2cc3ccccc3o2)CC1	i	i	i	i	i	i	i	i	i	-9	i
Cc1cccc(-n2c(C)cc(/C=N/NC(=O)c3ccc(CN4CCOCC4)cc3)c2C)c1	i	.	i	i	i	i	i	i	i	-1	i
COC(=O)c1c(NC(NC(=O)c2ccccc2)(C(F)(F)F)C(F)(F)F)sc2c1CCN(C)C2	i	i	i	i	i	i	i	i	i	3	i
SMILES	TRPC6 inhibitor	TRPC4 inh	MrgX1 agonist	MrgX1 antagonist	MrgX1 allo act	TMEM16A inh	TRPC6 act	ANO1 activ	TRPC4 act	SKKanGAS inh	TRPC4 PAM
CN(c1ccc(C(=O)NCc2cccnc2)cc1)S(C)(=O)=O	i	i	i	i	i	i	i	i	i	.	i
O=C(CCc1ccccn1)N1CCCC(Nc2ccc(F)cc2)C1 (configuration not stated)	i	i	i	i	i	i	i	i	i	-5	i
Cc1ccc(S(=O)(=O)N2CCCCC2)cc1NC(=O)COC(=O)Cc1c(F)cccc1Cl	i	i	i	i	i	i	i	i	i	-3	i
NC(=O)c1nsc(C(=O)N(Cc2ccccc2Cl)C(C(=O)NCC2CCCO2)c2ccc(O)cc2)c1N (configuration not stated)	i	-8*	.	.	.	.	i	i	i	-3	i
CCOC(=O)C1C(CC)NC(=S)NC1(C)O (configuration not stated)	i	i	i	i	i	i	i	i	i	-1	i
O=C(Cn1ncc2c3ccccc3n(Cc3ccccc3)c2c1=O)NCCCN1CCCC1	i	i	i	i	i	i	i	i	i	2	i
Cc1ccc(-c2ccc(/C=N\NC(=O)C3C(=O)NCC3c3ccccc3)o2)cc1Cl (configuration not stated)	i	i	i	i	i	i	i	i	i	34	i
Cc1ccccc1NC(=S)N/N=C/c1ccc(O)cc1O	i	i	i	i	i	i	i	i	i	16	i
COc1ccc(-c2csc(N3CCC(C(N)=O)(N4CCCCC4)CC3)n2)cc1	i	i	i	i	i	i	i	i	i	6	i
CCOc1cc([N+](=O)[O-])c2nc(N)sc2c1	i	i	i	i	i	i	i	i	i	6	i
O=C(c1ccccc1Oc1ccccc1)N1CCN(c2ccc(F)cc2)CC1	i	i	i	i	i	i	i	i	i	3	i
Cc1ccc(OC(=O)C2CCN(C(=O)c3ccccc3C)CC2)c(Br)c1	i	i	i	i	i	i	i	i	i	-10	i
CCOc1ccccc1C(=O)NCCCCCC(=O)O	i	i	i	i	i	i	i	i	i	4	i
CCOC(=O)c1cn(C2CC2)c2c(F)c(F)c(F)cc2c1=O	i	i	i	i	i	i	i	i	i	-20	i
CCn1c(SCC(=O)NC2CC2)nnc1-c1csc(C)c1	i	i	i	i	i	i	i	i	i	9	i
COc1ccc(C(=O)NNC(=O)COc2ccc(Cl)cc2C)cc1S(=O)(=O)N1CCOCC1	i	i	i	i	i	i	i	i	i	-13	i
C/C(=N\NC(=O)c1nnn(-c2nonc2N)c1-c1ccc2c(c1)OCO2)c1ccc(C)cc1	i	i	i	i	i	i	i	i	i	5	i
CCOC(=O)N1CCN(S(=O)(=O)c2ccc(C(=O)Nc3sc4c(c3C#N)CCC4)cc2)CC1	i	i	i	i	i	i	i	i	i	21	i
COc1cccc(Oc2ccc3nnc(C(F)(F)F)n3n2)c1	i	i	i	i	i	i	i	i	i	6	i
Cc1c(C(=O)NCCSCc2cccc(C(F)(F)F)c2)cnn1-c1ccc(F)cc1	i	i	i	i	i	i	i	i	i	-9	i
CCOC(=O)Cc1csc(NC(=O)C(C)Oc2ccc3c(C)cc(=O)oc3c2)n1 (configuration not stated)	i	i	i	i	i	i	i	i	i	-1	i
CCOc1ccccc1Nc1nc(-c2sc(C)nc2C)cs1	i	i	i	i	i	i	i	i	i	31	i
C=CCNc1nc(-c2cc3ccccc3o2)cs1	i	i	i	i	i	i	i	i	i	-1	i
Cc1sc(NC(=O)COc2ccccc2)c(C#N)c1-c1ccccc1	i	i	i	i	i	i	i	i	i	6	i
C/C(=N\Nc1ccc(F)cc1F)c1ccccc1O	i	i	i	i	i	i	i	i	i	9	i
SMILES	TRPC6 inhibitor	TRPC4 inh	MrgX1 agonist	MrgX1 antagonist	MrgX1 allo act	TMEM16A inh	TRPC6 act	ANO1 activ	TRPC4 act	SKKanGAS inh	TRPC4 PAM
COc1ccccc1CC(=O)NNC(=O)c1ccc(C(C)(C)C)cc1	i	i	i	i	i	i	i	i	i	5	i
Cc1cccc(N(C(=O)Nc2ccccc2)C2=NCC(C)S2)c1 (configuration not stated)	i	i	i	i	i	i	i	i	i	-1	i
CN(C)c1nc(Oc2ccc(=O)[nH]n2)nc(N2CCCCC2)n1	i	i	i	i	i	i	i	i	i	-7	i
O=c1cc(CN2CCc3ccccc32)nc2sccn12	i	i	i	i	i	i	i	i	i	5	i
Cc1ccccc1C(=O)NC(C)c1ccc2c(c1)CCCC2 (configuration not stated)	i	i	i	i	i	i	i	i	i	4	i
CSc1ccccc1NC(=O)c1cc(C)on1	i	i	i	i	i	i	i	i	i	-1	i
Cc1ccccc1OCc1nnc(SCC(=O)NCc2ccco2)n1C	i	i	i	i	i	i	i	i	i	-2	i
O=C(COc1coc(CN2CCN(c3ccccc3)CC2)cc1=O)Nc1ccccc1	i	i	i	i	i	i	i	i	i	-6	i
O=C(CSc1ccc(-c2ccccn2)nn1)N1CCCc2ccccc21	i	i	i	i	i	i	i	i	i	-3	i
CC(C)(C)N(Cc1ccccc1)C(=O)c1ccc(Br)o1	i	i	i	i	i	i	i	i	i	2	i
CC1C(=O)CC(c2ccccc2)N(C)C1c1ccccc1 (configuration not stated)	i	i	i	i	i	i	i	i	i	2	i

A different layout for three compounds above:
| structure | TRPC6 inhibitor | TRPC4 inh | MrgX1 agonist | MrgX1 antagonist | MrgX1 allo act | TMEM16A inh | TRPC6 act | ANO1 activ | TRPC4 act | SKKanGAS inh | TRPC4 PAM |
| --- | --- | --- | --- | --- | --- | --- | --- | --- | --- | --- | --- |
| O=c1cc(CN2CCc3ccccc32)nc2sccn12 | i | i | i | i | i | i | i | i | i | 5 | i |
| Cc1ccccc1C(=O)NC(C)c1ccc2c(c1)CCCC2 (configuration not stated) | i | i | i | i | i | i | i | i | i | 4 | i |
| CSc1ccccc1NC(=O)c1cc(C)on1 | i | i | i | i | i | i | i | i | i | -1 | i |
